Screening results (PubChem BioAssay)
RAD54 branch = inhibitors of human RAD54 branch migration, primary screen, biochemical, fluorescence, single point. RAD54 Holliday junction branch migration, FAM/BHQ fluorescence. inhibition, % at 10.4 µM. hit rate 0.14% among 360,000. AID 602329, 2012;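 active means mean normalized replicate activity at least 40 and at least half of replicates scoring 40 or more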;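 further: 0% = median of neutral control wells and 100% = median of positive control wells; inhibitors cause a drop in the FAM fluorescence signal; in these data hits start at about 50%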
ERp5 block = inhibitors of ERp5-driven insulin aggregation, primary screen, biochemical, turbidity, absorbance 650 nm, single point. AID 651711, 2012. inhibition, % at 9.99 µM. Protein disulfide-isomerase A6 (Homo sapiens), Q15084. hit rate 0.05% among 350,000. 90 min;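 active means mean replicate inhibition above about 25%, with every replicate also reaching it, limit read from the data, passing the limit was not always enough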
PglD DTNB = C. jejuni PglD acetyltransferase inhibitors, primary screen, biochemical, DTNB colorimetric, single point | purified PglD enzyme, DTNB colorimetric CoA detection | inhibition, % at 12.5 µM | hit rate 0.098% among 360,000; in the data active means inhibition above about 16%, passing the limit was not always enough; further: strong numbers were not always called active
esBAF inh = Bmi1 luciferase reporter increase in mESCs, primary screen, esBAF inhibitor project, mouse ES cells, Bmi1 luciferase knock-in, single point. 24 h; 100% = twice the neutral-well signal. reporter increase, % at 12.5 µM. hit rate 2% among 350,000; in the data active means activation above about 40%;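 further: 0% = median of the plate's neutral control wells and 100% = double that signal; a rise in the Bmi1 reporter signal indicates esBAF inhibition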
RAD52 anneal inh = RAD52 DNA annealing inhibitors, primary screen, biochemical, FRET, single point, set 2. DNA repair protein RAD52 homolog (Homo sapiens), P43351. recombinant RAD52 DNA annealing, FRET fluorescence. inhibition, % at 18.7 µM. hit rate 0.46% among 360,000;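 active means every replicate showing at least 50% inhibition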
Target sequence (P43351 whole entry, looked up): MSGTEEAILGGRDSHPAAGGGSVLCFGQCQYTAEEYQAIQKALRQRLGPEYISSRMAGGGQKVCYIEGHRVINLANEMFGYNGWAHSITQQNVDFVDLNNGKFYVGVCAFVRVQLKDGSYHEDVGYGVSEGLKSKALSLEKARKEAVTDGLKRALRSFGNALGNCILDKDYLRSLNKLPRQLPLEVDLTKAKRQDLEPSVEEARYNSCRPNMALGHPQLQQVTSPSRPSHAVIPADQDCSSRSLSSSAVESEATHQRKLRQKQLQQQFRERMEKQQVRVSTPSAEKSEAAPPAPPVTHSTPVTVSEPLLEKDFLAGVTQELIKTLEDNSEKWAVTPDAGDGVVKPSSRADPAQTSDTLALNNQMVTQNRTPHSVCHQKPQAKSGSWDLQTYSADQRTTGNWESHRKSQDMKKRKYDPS
CASP6 VEID inh = human caspase-6 inhibitors, primary screen, biochemical, VEID-R110 fluorescence, single point, set 2; P55212; inhibition, % at 12.5 µM; AID 686996, 2013; purified caspase-6, Z-VEID-R110 cleavage fluorescence; hit rate 0.53% among 350,000;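 active means mean inhibition across replicates at least about 35%, with every replicate also reaching that limit, limit read from the data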;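 further: 0% = median of neutral control wells and 100% = no fluorescence left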
ARNT TACC3 PPI = disruptors of ARNT/TACC3 protein interaction, primary screen, biochemical, AlphaScreen, single concentration. AlphaScreen His-ARNT PAS-B/GST-TACC3 binding, luminescence; TACC3 fragment carries E629A point mutation. hit rate 0.66% among 390,000. AID 623870, 2012. inhibition, % at 9.99 µM;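 active means mean inhibition of replicates at least 50% and at least half of replicates each reaching 50%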;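 further: 0% = complete ARNT plus TACC3 wells and 100% = ARNT alone without TACC3; many hits fall short of the cut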
E-selectin induc = E-selectin induction in HUVECs, primary screen, imaging, HUVEC, immunofluorescence imaging, single point; hit rate 0.37% among 260,000; AID 686992, 2013; activation, % at 7.58 µM; normalized: neutral wells 0, TNF-alpha wells 100;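 active means mean E-selectin-positive cell signal at least 10% of the positive control, reached in at least 60% of replicates, without over 20% cell loss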;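 further: in these data hits start at about 27%; measured in HUVEC primary endothelial cells; signal is the percent of cells scored E-selectin positive by PE staining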
Target sequence (P16581 whole entry, looked up): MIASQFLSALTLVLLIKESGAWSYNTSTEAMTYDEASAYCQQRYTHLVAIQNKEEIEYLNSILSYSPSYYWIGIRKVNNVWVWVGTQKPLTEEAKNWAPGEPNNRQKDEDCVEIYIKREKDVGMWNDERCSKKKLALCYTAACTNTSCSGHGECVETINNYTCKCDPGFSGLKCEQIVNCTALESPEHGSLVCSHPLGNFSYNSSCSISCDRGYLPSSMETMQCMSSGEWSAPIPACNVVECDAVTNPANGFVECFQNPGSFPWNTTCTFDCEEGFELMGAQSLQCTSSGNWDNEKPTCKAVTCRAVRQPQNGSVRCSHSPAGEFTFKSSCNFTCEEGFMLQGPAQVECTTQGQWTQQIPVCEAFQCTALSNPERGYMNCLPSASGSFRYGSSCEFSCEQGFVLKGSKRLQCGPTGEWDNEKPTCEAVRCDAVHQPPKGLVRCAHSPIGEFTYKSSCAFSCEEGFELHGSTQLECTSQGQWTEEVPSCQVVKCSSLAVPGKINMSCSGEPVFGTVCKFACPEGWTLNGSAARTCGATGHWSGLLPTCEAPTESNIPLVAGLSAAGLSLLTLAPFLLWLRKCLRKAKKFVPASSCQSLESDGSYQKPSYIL
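Material: HUVEC primary endothelial cells; Amount: 3,000 cells per well; Dosing: single concentration; Medium: EGM-2 growth medium on 0.1% gelatin-coated wells; Read-out basis: percent E-selectin-positive cells; Signal: immunofluorescence imaging; Control set: TNF-alpha, DMSO.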
Numbers without * were called inactive; . = no result given.

The line under a structure holds: ERp5 block	RAD54 branch	PglD DTNB	RAD52 anneal inh	ARNT TACC3 PPI	E-selectin induc	esBAF inh	CASP6 VEID inh
NC(=O)COC(=O)c1ccc(Cl)c(S(=O)(=O)N(Cc2ccccc2)c2ccc(Cl)cc2)c1
→ -2	.	.	-26	-5	0.2	.	-2
CCC(=O)N1CC2(C1)[C@H](c1ccc(-c3ccccc3)cc1)[C@@H](CO)N2C(C)=O
→ -4	.	.	-24	.	-0.2	.	1
COc1ccccc1-c1ccc2n(c1=O)C[C@H]1[C@H](CO)[C@@H](C(=O)N[C@@H](C)c3ccccc3)[C@@H]2N1C
→ 5	-2	0	-5	-8	-0.1	-3	-1
COc1ccc(C(=O)N/C(=C\c2cccs2)C(=O)N2CCN(C)CC2)cc1OC
→ -1	-3	1	-14	5	.	3	1
CCOC(=O)C1=C(C)C2C3C(=O)N(c4ccc(C)cc4C)C(=O)C3C1(C)C1C(=O)N(c3ccc(C)cc3C)C(=O)C21 (stereo not given)
→ .	-19	3	.	-5	0.1	-15	.
Cc1cccc(NS(=O)(=O)c2csc(C(N)=O)c2)c1C
→ -6	-9	1	-4	-1	50*	5	2
CCCn1c(N)c(C(=O)CSc2nc3ccccc3c(=O)n2Cc2ccccc2)c(=O)[nH]c1=O
→ -5	.	.	-16	-6	1.3	.	-8
CCOc1ncccc1C(=O)OCc1c(Cl)cccc1Cl
→ .	-1	3	.	-6	.	2	.
CC(C)(C)n1nnnc1C(c1cccc(C#N)c1)N1CCN2CCCC2C1 (stereo not given)
→ .	-7	0	.	-2	.	-4	.
Cc1c(NC(=O)Nc2cc(Cl)ccc2Cl)c(=O)n(-c2ccccc2)n1C
→ -1	-7	0	-12	-10	1.8	-4	1
O=C(CCN1CCCCC1)NCC[C@@H]1CC[C@H](NC(=O)Cc2cccnc2)[C@@H](CO)O1
→ 0	.	.	-1	.	-0.1	0	.
CC1CC(C)(C)NC(=S)N1CC(=O)N1CCN(Cc2ccccc2)CC1 (stereo not given)
→ -3	.	.	-15	1	-0.8	.	-3
CSCCC(NS(=O)(=O)c1ccc(Br)cc1)C(=O)OCC(=O)NC1CC1 (stereo not given)
→ 15	0	0	-6	-10	.	-6	-4
COc1ccc(C(=O)/C=C/Nc2ccc(S(N)(=O)=O)cc2)cc1OC
→ 1	-13	1	-45	-3	.	3	3
CCOc1ccc(C2=Nn3c(nnc3-c3ccccc3)SC2)cc1Cl
→ .	-16	7	.	-1	.	10	.

The list goes on; it opens with the 3 that closed the last part.
The line under a structure holds: ERp5 block	RAD54 branch	PglD DTNB	RAD52 anneal inh	ARNT TACC3 PPI	E-selectin induc	esBAF inh	CASP6 VEID inh
CSCCC(NS(=O)(=O)c1ccc(Br)cc1)C(=O)OCC(=O)NC1CC1 (stereo not given)
→ 15	0	0	-6	-10	.	-6	-4
COc1ccc(C(=O)/C=C/Nc2ccc(S(N)(=O)=O)cc2)cc1OC
→ 1	-13	1	-45	-3	.	3	3
CCOc1ccc(C2=Nn3c(nnc3-c3ccccc3)SC2)cc1Cl
→ .	-16	7	.	-1	.	10	.
CCOc1ccc(OCC)c(NS(=O)(=O)c2ccc3c(c2)CCN3C(=O)C2CCC2)c1
→ 1	-7	5	1	-20	.	-4	4
Cc1ccc(C)c(Nc2cc(C)nc3ccccc23)c1
→ -5	-1	-4	-2	-11	9.0	.	1
N#CC1=C(N)N(c2ccc(F)cc2)C2=C(C1c1ccc(O)cc1)S(=O)(=O)CC2 (stereo not given)
→ 3	-2	3	-50	.	.	5	26
C[C@H](CO)N1C[C@H](C)[C@H](CN(C)S(C)(=O)=O)OCc2ccccc2-c2ccccc2C1=O
→ 4	-2	-1	-5	-9	-2.7	1	0
COc1cccc(NC(=O)c2cccc(N3C(=O)C4CCC(C)CC4C3=O)c2)c1 (stereo not given)
→ -2	8	-7	-5	-11	.	2	0
COC(=O)c1cn(CC(=O)N2CCOCC2)nn1
→ -2	-9	1	5	-1	.	.	1
Cc1ccc(C(C)C)c(OCC(O)CN2CCc3ccccc3C2)c1 (stereo not given)
→ 5	-5	-5	5	-4	.	-19	-1
Cc1ccc(C)c(-c2ccc(=O)n(Cc3ccc(F)cc3Cl)n2)c1
→ 0	-1	-3	-7	-5	0.5	-11	8
N#Cc1c(Nc2ccccc2C(F)(F)F)s[nH]c1=O
→ 5	-12	18	-7	.	12	.	4
O=C(c1ccc(Cl)c(S(=O)(=O)N2CCOCC2)c1)N(c1ccccn1)C1CCCCC1
→ 1	0	.	-15	-3	6.2	3	7
Cc1cc(=O)n(C(C)Cc2ccccc2)n1C(C)Cc1ccccc1 (stereo not given)
→ 0	.	.	6	-31	-0.1	.	1
CC(=O)c1ccc(S(=O)c2ccccc2)cc1 (stereo not given)
→ .	-3	-1	.	2	.	-4	.
CCC(C)N(C(=O)COC(=O)c1nc(Cl)ccc1Cl)C1CCS(=O)(=O)C1 (stereo not given)
→ 0	8	11	-1	-5	0.0	.	-1
CCN(CC(=O)Nc1ccc(OC)cc1)CC(=O)Nc1ccc(Br)cc1F
→ -3	.	.	-5	0	0.0	.	1
O=C1NC2C(NC(=O)N2C2CCCCC2)N1C1CCCCC1 (stereo not given)
→ 2	-2	5	-6	-7	.	-7	-1
CCN(CC(=O)Nc1ccc(C#N)cc1)CC(=O)Nc1ccc2c(c1)OCCO2
→ 3	-7	-3	-20	.	17	8	2
CCOc1ccccc1N1CCN(C(=O)c2c(Cl)cnn2C)CC1
→ 0	-16	-1	-12	-14	-0.2	-3	1
C[C@H]1CN([C@@H](C)CO)C(=O)c2cc(NC(=O)Nc3ccccc3)ccc2O[C@@H]1CN(C)S(C)(=O)=O
→ -1	9	7	-2	-12	1.5	-5	7
CCOC(=O)N1CCC(N2C(=O)c3ccc(C(=O)Nc4ccc(OC)cc4)cc3C2=O)CC1
→ 5	-7	4	-12	-3	.	-2	5
COC(=O)C1=C(C)NC2=C(C(=O)CC(c3cccs3)C2)C1c1ccsc1 (stereo not given)
→ .	-15	-4	.	-3	.	-6	.
C=CCOc1ccc(-c2nc3c(c(=O)[nH]c(=O)n3CCCC)n2C)cc1Br
→ 0	13	-5	-7	-7	.	-9	-5
CN(C)S(=O)(=O)c1ccc(C(=O)NCC(=O)N/N=C/c2ccccc2Cl)cc1
→ -6	.	.	-23	4	.	.	6
Cc1sc(N)c(C(=O)c2ccccc2)c1C
→ 1	-1	3	-3	-6	.	.	10
COc1ccc(-c2csc(NC(=O)CSc3n[nH]c(C)n3)n2)cc1
→ 0	-10	-1	-29	-1	0.6	34	2
CC(=O)OC1CCC(OC(C)=O)c2c1n([O-])c(C)c(C)[n+]2=O (stereo not given)
→ .	-3	-7	.	-8	.	-5	.
C[C@@H](C(=O)N[C@@H](Cc1c[nH]c2ccccc12)C(=O)O)n1nnc2ccccc2c1=O
→ 10	-3	5	-17	-5	1.3	.	3
COc1ncnc2c1ncn2CCCNCc1ccco1
→ 6	3	2	-4	.	-0.6	5	-3
CCOc1ccc(CCNC(=O)c2cc(C)nc3ccccc23)cc1OCC
→ 8	-5	5	-26	4	-0.1	-13	-2
CCOC(=O)N1CCC(NC(=O)C2CCN(C(=O)N3CC(C)Oc4ccc(C)cc43)CC2)CC1 (stereo not given)
→ .	2	0	.	-1	.	-3	.
C/C=C/c1ccc2c(c1)O[C@H](CN(C)C(=O)c1ccc3c(c1)OCO3)[C@@H](C)CN([C@@H](C)CO)S2(=O)=O
→ -4	-2	0	-19	4	-0.1	-5	-2
C/C(=N\NC(=O)c1cccc(S(=O)(=O)N2CCOCC2)c1)c1ccc(C)cc1
→ -1	-4	-1	-20	-3	-0.1	-1	1
COc1ccc([Si](C)(C)[C@H]2[C@H](CCn3cc(CCO)nn3)O[C@@]3(C(=O)N(Cc4cccc(N5CCOC5=O)c4)c4ccccc43)[C@@H]2C)cc1
→ -6	-1	1	11	20	.	.	3
Cc1ncc(CN2CCN(Cc3ccc(F)cc3)C(CCO)C2)s1 (stereo not given)
→ 1	-1	-3	-15	-5	.	-1	0
COCCOC(=O)c1c(C)oc2ccc(OC(=O)c3c(OC)cccc3OC)cc12
→ .	10	-1	.	-4	.	3	.
O=C(Nc1cccc(Cl)c1)N1C[C@H]2[C@@H](c3ccccc31)[C@H](CO)N2CC1CCCCC1
→ -5	7	4	27	4	0.1	5	-6
CC(=O)NCc1ccc(-c2csc(-c3cccs3)n2)cc1
→ 2	-8	6	-18	.	.	53*	-5
CC(C)c1ccc(NC2CCCN(C(=O)CCN3CCCO3)C2)cc1 (stereo not given)
→ 0	-47	-10	-19	-1	.	5	-6
C[C@@H]1CN([C@@H](C)CO)C(=O)Cc2cc(NS(C)(=O)=O)ccc2O[C@H]1CN(C)Cc1ccc(Oc2ccccc2)cc1
→ 4	-8	4	1	3	7.7	3	-1
NC(=O)CN1CCN(C2CC(=O)N(CCc3ccccc3)C2=O)CC1 (stereo not given)
→ -5	0	5	-13	-10	.	-5	0
CC(C)CC#Cc1ccc2c(c1)O[C@H](CN(C)C(=O)Cc1cccnc1)[C@@H](C)CN([C@@H](C)CO)S2(=O)=O
→ -3	-9	-1	1	1	0.4	8	1
CCN1CCN(C(=O)c2cc3c(s2)-c2ccccc2S(=O)(=O)C3)CC1
→ 4	-7	3	1	-1	2.2	-4	9
COCCN1CC(C(=O)NCCc2nc(C)c(C)s2)CCC1=O (stereo not given)
→ -4	-6	2	-1	0	.	6	0
O=C(Nc1ccccc1F)N1CC(=O)N2[C@@H](CO)[C@H](c3ccc(C#CC4CCCC4)cc3)[C@@H]2C1
→ 3	.	.	10	.	-0.1	.	0
CN(C)C(=O)c1cccc(-c2ccc3c(c2)[C@H]2[C@H](CCN2C(=O)C2CC2)[C@H](CO)N3)c1
→ 0	-6	3	-4	3	-0.1	-2	1
Cc1csc(SCCn2c(Br)nc3c2c(=O)[nH]c(=O)n3C)n1
→ -3	-2	-2	-6	-7	.	1	0
C=CC[N+]1(CC=C)CCOCC1
→ 6	8	6	-8	2	0.9	-10	-182
CCCCC(=O)Oc1ccccc1C1SCc2cc(C)c(C)cc2CS1
→ .	11	-3	.	-2	.	12	.
Cc1ccc(C(=O)Nc2nc3ccc(S(C)(=O)=O)cc3s2)s1
→ .	-6	-10	.	-10	.	24	.
COc1ccc(OC)c(N2CC(O)(c3cccs3)[N+]3=C2SCCC3)c1 (stereo not given)
→ -3	-2	4	2	17	-0.1	-3	-2
CN(CC(=O)Nc1ccc(Cl)c(C(F)(F)F)c1)C(=O)CCC(=O)c1ccccc1
→ 3	3	5	0	-4	-0.1	5	10
CCOc1ccc(C2NC(=O)Cc3cc(OC)c(OC)cc32)cc1 (stereo not given)
→ 4	0	-6	6	0	0.2	-4	.
CCCCC1=CC2=C(c3ccco3)C(=O)C(C)(OC(=O)c3ccc(OC)cc3)C(=O)C2=CN1CC1CC1 (stereo not given)
→ -3	4	0	-170	-2	-0.1	-4	6
O=C(Cn1nnc2ccccc21)c1ccc(Br)cc1
→ 3	-6	0	-9	1	7.2	14	1
CCC(c1nc2ccccc2[nH]1)N(Cc1cccnc1)C(=O)c1cc(-c2ccccc2)on1 (stereo not given)
→ 8	-9	4	-14	.	0.0	13	3
CCN(CC)CCCNC(=O)c1cn(CC)c2cc(N3CCN(C(=O)c4ccco4)CC3)c(F)cc2c1=O
→ -4	16	2	-8	16	.	0	-9

No enrichment for hits, and some 3.2% of all compounds hit somewhere here.
